Assay outcomes as filed in PubChem.
ERK EGF block: qHTS Assay for Inhibitors of the ERK Signaling Pathway using a Homogeneous Screening Assay; Stimulation with EGF; Potency, µM (highest dose often 11.5 µM), inactives show at the top dose activity change, negative = inhibition, most hits filed as inhibitors; AID 1454, 2008; 0.41% of 130,000 active; HEK293-V1b, EGF-stimulated phospho-ERK AlphaScreen; active means well fitted inhibition curve with a large enough effect; inconclusive means small, poorly fitted or top-dose-only effect, or effect the other way;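 further: plate controls were stimulated vehicle wells for no effect and unstimulated vehicle basal for full effect; nearly all actives have a fitted effect of over 55% in size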
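Homogeneous cell-based phospho-ERK assay: HEK293/V1b cells in 1% FBS, compound 30 min then EGF 5 min, AlphaScreen luminescence. Activity normalized between DMSO and 25 nM EGF controls; AC50 from Hill modelling.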
Active calls of the source: *; ? = inconclusive; & = joins results of further samples; [ ] = dose if it differs, or a comment. Potency means the concentration at half of the fitted maximal effect. Not all compounds are listed; count on the stated rates, not on these rows.

SMILES	ERK EGF block
COc1ccc(-c2cc(N3C(=O)Nc4ccccc4N3O)n[nH]2)c(OC)c1	11%
O=C(CSCc1ccc(Cl)cc1)NN=C1CCCCCC1	8%
CCN1CCN(C(=O)c2ccc(Sc3ccccc3Cl)c([N+](=O)[O-])c2)CC1	1%
O=C(O)CNS(=O)(=O)/C=C/c1ccccc1	7%
Cc1nc(NCC2CC2)c2nnn(Cc3ccccc3)c2n1	-1%
NC(=O)COC(=O)/C=C/c1ccc(S(=O)(=O)N2CCCCCC2)cc1	-1%
Cc1ccc2cccc(OCC(=O)N3CC(C)CC(C)C3)c2n1 (stereo not drawn)	1%
Cc1ccc(CNC(=O)CCc2ccc(S(=O)(=O)NCC(C)C)cc2)cc1	-7%
C#CCOc1nc2c(c(=O)n(C)c(=O)n2C)n1Cc1ccccc1	-3%[57.5 µM]
CC1CCCCN1C(=O)COC(=O)/C=C/c1ccc2ccccc2n1 (stereo not drawn)	-8%
CC(OC(=O)c1cccc(N2C(=O)c3ccccc3C2=O)c1)C(=O)Nc1ccc(N(C)C)cc1 (stereo not drawn)	3%
CCc1ccc(-c2ccc(SCC(=O)NCC3CCCO3)nn2)cc1 (stereo not drawn)	-13%
CCN(CC(=O)Nc1cc(Cl)ccc1OC)CC(=O)NC1CCS(=O)(=O)C1 (stereo not drawn)	-18%[57.5 µM]
Cc1onc(-c2ccccc2)c1C(=O)N1CCC(C)CC1	5%
Cc1cc2oc(=O)cc(CSc3nnc(-c4cccs4)o3)c2cc1C(C)C	28%
CC(C)NC(=S)N1CCN(c2ncccn2)CC1	12%
Cc1cc(-c2n[nH]c(=S)n2/N=C/C=C/c2ccco2)n[nH]1	-16%[57.5 µM]
O=C(NNC(=O)C1CCN(Cc2ccccc2)CC1)c1cccs1	5%
CCC(CC)n1[nH]c(=O)cc1N	5%
COc1ccc(-n2nc3cc(C)c(NC(C)=O)cc3n2)cc1	-2%
CC(C)C(=O)NC(c1ccccc1)c1cc([N+](=O)[O-])c2cccnc2c1O (stereo not drawn)	-7%
Cn1c(=O)c2ncn(CC(=O)O)c2n(C)c1=O	-7%[57.5 µM]
CCCCNC(=S)N(C)N=C1CCC(c2ccccc2)CC1 (stereo not drawn)	-8%
Cc1cc(=O)n2cccc(O)c2n1	2%
S=C1SCN(Cc2cccnc2)CN1Cc1ccccc1	-3%
CCOc1ccc(CC(=O)C2=C(N3CCOCC3)CC(C)(C)CC2=O)cc1OCC	-5%
C=C(CC1([C@@H](NP(=O)(c2ccccc2)c2ccccc2)[C@H]2C[C@@H]2CCCC)CC1)c1cccc(OC)c1	1%
O=[N+]([O-])c1ccc2cn[nH]c2c1	-5%[57.5 µM]
Cc1c(NC(=O)CN2c3cccc4cccc(c34)S2(=O)=O)c(=O)n(-c2ccccc2)n1C	12%
CC(=O)CC(=O)Nc1ccc(C(N)=O)cc1	-1%
CN1C(=O)/C(=N/OC(=O)c2ccccc2Br)c2ccccc21	2%
C[C@H](NC(=O)NCc1ccc(F)cc1)C(=O)O	3%
C=CCN1C(=O)C(Cc2ccccc2Cl)SC1=Nc1ccc(C(=O)O)cc1 (stereo not drawn)	12%[57.5 µM]
COc1ccccc1CNC(=O)N/C=C/c1ccc(Cl)cc1	4%
CN(c1cccc(NC(=O)c2ccc(C(C)(C)C)cc2)c1)S(C)(=O)=O	?
Cc1ccccc1C(=O)Nc1ccccc1Sc1ccccc1	7%
CC(C)(C)c1ccc(C(=O)NCC(=O)OCC(=O)Nc2ccccc2[N+](=O)[O-])cc1	-2%
COc1cc(/C=C(\C#N)C(=O)NCC2CCCO2)ccc1OCC(N)=O (stereo not drawn)	2%
CCc1cccc(C)c1NC(=S)N1CCCCC1c1cccnc1 (stereo not drawn)	-4%[57.5 µM]
COc1cccc(C2C(C#N)=C(N)N(c3ncn[nH]3)C3=C2C(=O)CCC3)c1 (stereo not drawn)	12%
O=C(c1cccc(F)c1)N1CCC2(CC1)CN(C(c1ccccc1)c1ccccc1)C2	-12%
CCCCNc1nc(N)ncc1[N+](=O)[O-]	3%[57.5 µM]
N#Cc1ccccc1Oc1ccccc1C=O	-7%
Nc1nc(N)c2c(n1)CCCC2	-6%[57.5 µM]
COc1ccccc1CN1CC[C@@]2(CCCN(C(=O)c3cnccn3)C2)C1	3%
C=CCN=C1CC(C)(C)CC(=O)/C1=C(\O)CCCN1C(=O)c2ccccc2C1=O	?
COC(=O)[C@H](NC(=O)c1cc(-c2ccccc2)nc2ccccc12)c1ccccc1	11%&2%
CN(C)S(=O)(=O)c1ccc(C(=O)Nc2nnc(SCc3ccccc3)s2)cc1	-2%
O=C(COC(=O)CNC(=O)c1cccc([N+](=O)[O-])c1)NCc1ccco1	-5%
COC(=O)[C@H](Cc1ccccc1)NC(=O)NCCc1ccc(F)cc1	-5%[57.5 µM]
Next part:
SMILES	ERK EGF block
CCOC(=O)C1(CCOC)CCN(Cc2ccc3nonc3c2)CC1	12%[57.5 µM]
Cc1cc(NC(=O)C(C)C)n(-c2nc3ccccc3s2)n1	3%
O=c1[nH]cnc(O)c1C(c1ccc2c(c1)OCO2)c1c(O)nc[nH]c1=O	5%
C=CCSc1ncnc2sc(C)c(C)c12	1%
Cc1ccc(-c2[nH][nH]c(=O)c(=O)c2N=Nc2ccccc2)cc1	1%[57.5 µM]
O=C(O)c1ccc(CN2CCOCC2)o1	2%
COc1cccc(CN2CCNC(=O)C2CC(=O)N(Cc2cnn(C)c2)C(C)C)c1 (stereo not drawn)	7%
Cc1ccc(S(=O)(=O)N2CCOCC2)cc1NC(=O)CSc1n[nH]c(N)n1	-8%
CC(NC(=O)c1cc(=O)[nH]c2ccccc12)c1ccccc1 (stereo not drawn)	2%
COc1ccc(CCNC(=O)C/C(C)=N/NC(=O)C(c2ccccc2)c2ccccc2)cc1OC	-4%[57.5 µM]
COc1cc(/C=N/NC(=O)C(C)Nc2n[nH]c(=O)[nH]c2=O)ccc1O (stereo not drawn)	1%
O=C(Nc1nnc(-c2ccccn2)o1)c1ccc(Br)cc1	2%
CCOc1ccc(C(=O)C(CCC(CN(C)C)C(=O)c2ccc(OCC)cc2)CN(C)C)cc1 (stereo not drawn)	2%
O=C(N/N=C(\Cc1ncc[nH]1)c1ccccc1)c1cccnc1	-3%[57.5 µM]
CN1CCc2cc(Cl)c(O)cc2[C@@H](c2ccccc2)C1	-1%[57.5 µM]
CN1CCN(CC#CCC(O)(c2ccccc2)C2CCCC2)CC1 (stereo not drawn)	1%
Cc1ccc(Sc2ccc([N+](=O)[O-])cc2[N+](=O)[O-])nc1	1%
O=C(c1cccc(C(F)(F)F)c1)C1CCCN(Cc2ccc(OCCO)cc2)C1 (stereo not drawn)	-1%
Cc1ccc(-c2nc(CN(Cc3c(C)nn(C)c3C)C(C)C)c(C)o2)o1	-10%
O=C(Nc1cccc(-c2cn3cccnc3n2)c1)c1cccs1	3%
COc1ccc(-c2csc(NC(=O)c3ccccc3NS(=O)(=O)c3ccc(F)c(F)c3)n2)cc1	-3%
CCN1CCN(C(c2cccs2)C(C)NC(=S)Nc2cccc(C)c2C)CC1 (stereo not drawn)	-10%[57.5 µM]
CCOC(=O)CC(=O)NC(CC(=O)OC)c1ccc(C(C)C)cc1 (stereo not drawn)	4%
CCNc1nc(NCc2ccccc2)nc(SCC(N)=O)n1	1%
COC(=O)c1ccccc1N=Nc1c(N)n[nH]c1N	-7%[57.5 µM]
COc1ccc(-c2cn3cc(C)ccc3n2)cc1F	1%
C#CCCOC(=O)N1C2=NC(C(=O)OC)=C(C(=O)OC)[C@@H]3N(C)c4ccccc4[C@]23C[C@H]1C(=O)OC	0%[57.5 µM]
O=C(COC(=O)c1cccc(Br)c1)Nc1cccc2c1C(=O)c1ccccc1C2=O	?
Cc1ccc(C(=O)CSc2nnc3c4ccccc4nc(Cc4ccccc4)n23)cc1	4%
Cc1cccc(OCC(=O)OC2CCN(C)CC2)c1	7%
c1ccc(Nc2ccccn2)nc1	4%[57.5 µM]
C#CCO[C@@H]1C[C@H](n2ccc(NC(=O)c3ccccc3)nc2=O)O[C@@H]1CO	-3%[57.5 µM]
CCCCc1ccc(-c2ccc(Br)cc2)nc1	?
COC(=O)c1ccc(NC(=O)CSc2ccccc2)cc1	1%
CCn1nnnc1NCc1ccc(OCc2ccc(F)cc2Cl)c(OC)c1	-6%
COc1ccc(/C=C/C(=O)NCCSCc2ccco2)cc1OC	6%[57.5 µM]
COc1ccc(N2CCN(C(=O)CCNS(=O)(=O)c3ccccc3)CC2)cc1	-6%
COc1cc(NC(=O)COC(=O)/C=C/c2ccc(O)c(OC)c2)cc(OC)c1	3%
O=C(CSCCN1C(=O)c2ccccc2C1=O)Nc1ccc2ccccc2c1	2%
Cc1ccc(C(=O)NCC(=O)OCC(=O)NC(C)c2ccccc2)s1 (stereo not drawn)	-3%

Taken from the entries so far, 17 compounds:
SMILES	ERK EGF block
CCNc1nc(NCc2ccccc2)nc(SCC(N)=O)n1	1%
COC(=O)c1ccccc1N=Nc1c(N)n[nH]c1N	-7%[57.5 µM]
COc1ccc(-c2cn3cc(C)ccc3n2)cc1F	1%
C#CCCOC(=O)N1C2=NC(C(=O)OC)=C(C(=O)OC)[C@@H]3N(C)c4ccccc4[C@]23C[C@H]1C(=O)OC	0%[57.5 µM]
O=C(COC(=O)c1cccc(Br)c1)Nc1cccc2c1C(=O)c1ccccc1C2=O	?
Cc1ccc(C(=O)CSc2nnc3c4ccccc4nc(Cc4ccccc4)n23)cc1	4%
Cc1cccc(OCC(=O)OC2CCN(C)CC2)c1	7%
c1ccc(Nc2ccccn2)nc1	4%[57.5 µM]
C#CCO[C@@H]1C[C@H](n2ccc(NC(=O)c3ccccc3)nc2=O)O[C@@H]1CO	-3%[57.5 µM]
CCCCc1ccc(-c2ccc(Br)cc2)nc1	?
COC(=O)c1ccc(NC(=O)CSc2ccccc2)cc1	1%
CCn1nnnc1NCc1ccc(OCc2ccc(F)cc2Cl)c(OC)c1	-6%
COc1ccc(/C=C/C(=O)NCCSCc2ccco2)cc1OC	6%[57.5 µM]
COc1ccc(N2CCN(C(=O)CCNS(=O)(=O)c3ccccc3)CC2)cc1	-6%
COc1cc(NC(=O)COC(=O)/C=C/c2ccc(O)c(OC)c2)cc(OC)c1	3%
O=C(CSCCN1C(=O)c2ccccc2C1=O)Nc1ccc2ccccc2c1	2%
Cc1ccc(C(=O)NCC(=O)OCC(=O)NC(C)c2ccccc2)s1 (stereo not drawn)	-3%

Next section
SMILES	ERK EGF block
COc1cc(CC(=O)Nc2nc(C)cs2)cc(OC)c1OC	2%
Cc1ccc(-c2nn(CC(=O)N3CCOCC3)c(=O)c3ccccc23)cc1S(=O)(=O)N(C)C	1%[57.5 µM]
Cc1ccc(NC(=O)c2ccc3snnc3c2)cc1	-4%
COc1c(C)cc(NC(=O)c2ccc3c(c2)NC(=O)CO3)cc1C	5%
COc1ccc(N(C)S(=O)(=O)c2cccc(C(=O)Nc3ccc(OC)nc3)c2)cc1	0%
CSCCC(C(=O)OCC(=O)c1ccc(C)c(C)c1)N1C(=O)c2ccccc2C1=O (stereo not drawn)	2%
C/C(=N/NC(=O)CN1CCN(S(=O)(=O)c2ccc(Br)cc2)CC1)c1cccnc1	4%
CCOc1ccc(NC(=O)CNC(=O)c2cccs2)cc1	0%
CC(=O)c1cc2c(cc1NS(=O)(=O)c1ccccc1C)OCO2	-9%
CN(C)C(/C=C/Nc1ccc([N+](=O)[O-])cc1)=C(C#N)C#N	-5%
COc1cccc(NC(=O)CN(C)C(C)C(=O)Nc2ccc(S(=O)(=O)N3CCOCC3)cc2)c1 (stereo not drawn)	23%[57.5 µM]
O=C(NCCCN1CCCC1)c1cc2c(Cl)nc3ccccc3c2s1	-8%
CCC(C)N1C(=O)S/C(=C/c2ccc3c(c2)n(C)c(=O)n3C)C1=O (stereo not drawn)	5%
Cc1ccc(S(=O)(=O)N2CCN(c3cnn(-c4ccccc4)c(=O)c3Cl)CC2)cc1	-1%
Cc1cccc(NC(=S)NC23CN4CN(CN(C4)C2)C3)c1	-1%
C/C(=N/NC(=O)CNS(=O)(=O)c1ccc(C)cc1)c1cccc([N+](=O)[O-])c1	-2%
CCNC(=O)COC(=O)/C=C/c1cccc(F)c1	0%
COc1ccc(Cl)cc1N(CC(=O)NC(C(C)C)C(C)C)S(C)(=O)=O	7%
O=C(CSc1ccc([N+](=O)[O-])cn1)Nc1ccc(N2CCOCC2)c(Cl)c1	?
CCCCn1c(=O)nc2n(-c3ccc(C)cc3)c3ccccc3cc-2c1=O	-3%
O=c1nc(Nc2ccc(OCc3ccccc3)cc2)sc2ncccc12	5%
CCOC(=O)C1(Cc2cccc(OC)c2)CCN(Cc2cccnc2)CC1	-2%
CCOC(=O)c1cc2ccc3ccccc3c2s1	3%
CCOC(=O)C(CC)Sc1ccc2nnc(CCNS(=O)(=O)c3ccccc3)n2n1 (stereo not drawn)	-7%
O=C(/C=C/c1ccccc1)c1ccc(O)cc1	2%
C#CCNC(=O)C1=C[C@H](c2ccc(C(F)(F)F)cc2)C[C@H](OCc2ccc(CO)cc2)O1	34%[57.5 µM]
COc1ccc(Oc2ccc(N/C=C/C(=O)C(C)(C)C)cc2)cc1	0%
Cc1ccc(C(=O)c2c[nH]c3c(F)cc(F)cc3c2=O)cc1	1%
Cc1ccc(S(=O)(=O)N(C)C)cc1NC(=O)c1ccc2ccccc2n1	16%[57.5 µM]
CCN1CCc2c(OCc3ccc(C(=O)OC)o3)cccc2C1=O	1%
CCOC(=O)C1=C(CNC(C)(C)CC(C)(C)C)NC(=O)NC1c1cccc([N+](=O)[O-])c1 (stereo not drawn)	4%
O=C(Nc1c(-c2ccccc2)nc2ccccn12)c1cccs1	6%
Cc1ccc(C(=O)N/C(=C/c2ccc(-c3ccc(Br)cc3)o2)C(=O)NC2CCS(=O)(=O)C2)cc1 (stereo not drawn)	-5%
